Assay outcomes from PubChem BioAssay.
HTR5A ag ctr: activates human HTR5A in OPRM1-OPRD1 agonist counter-screen; AID 504692; 340,000 compounds, 0.61% hits; HTR5A agonist assay, luminescence, cell-based; activation, % at 9.3 µM; in the data active = activation mostly above about 9.5%, no sharp cut-off; inactive = mostly below about 7.6%;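 note: 0% = cells with vehicle only and 100% = reference agonist; strong numbers were not always called active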
Target sequence (P47898 whole entry, looked up): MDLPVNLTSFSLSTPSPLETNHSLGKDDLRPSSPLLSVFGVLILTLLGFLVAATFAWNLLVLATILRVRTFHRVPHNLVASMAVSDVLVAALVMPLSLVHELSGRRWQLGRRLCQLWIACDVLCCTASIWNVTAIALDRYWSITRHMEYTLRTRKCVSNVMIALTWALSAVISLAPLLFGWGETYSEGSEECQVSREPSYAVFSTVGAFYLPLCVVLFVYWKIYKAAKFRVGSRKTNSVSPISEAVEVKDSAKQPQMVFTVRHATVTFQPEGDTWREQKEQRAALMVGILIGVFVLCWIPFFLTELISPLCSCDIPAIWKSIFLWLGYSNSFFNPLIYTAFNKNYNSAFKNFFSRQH
dFosB act: activators of mouse delta FosB homodimer; P13346; purified delta FosB, TAMRA-CDK5 oligo fluorescence polarization; percent of positive-control signal above neutral wells; activation, % at 25 µM; 340,000 compounds, 0.99% hits; AID 493131;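 active = mean activation above about 17%, with every replicate also reaching it, limit read from the data, passing the limit was not always enough; inconclusive = only one of the two conditions met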;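 note: fluorescence polarization rise as delta FosB binds a TAMRA Cdk5 AP-1 oligo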
Target sequence (P13346 whole entry, looked up): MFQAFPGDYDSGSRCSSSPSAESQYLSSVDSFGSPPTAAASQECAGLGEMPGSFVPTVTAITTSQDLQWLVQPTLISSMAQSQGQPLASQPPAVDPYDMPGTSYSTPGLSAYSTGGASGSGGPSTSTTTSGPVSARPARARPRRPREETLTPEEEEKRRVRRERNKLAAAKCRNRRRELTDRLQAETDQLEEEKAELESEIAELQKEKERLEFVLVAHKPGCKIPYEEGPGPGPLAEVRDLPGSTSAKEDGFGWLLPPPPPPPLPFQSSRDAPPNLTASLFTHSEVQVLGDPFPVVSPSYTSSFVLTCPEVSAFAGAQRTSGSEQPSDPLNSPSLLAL
Wnt bcat act: Wnt/beta-catenin pathway activation; Wnt/beta-catenin reporter cell assay, activator, plate reader; activation, % at 9.35 µM; 300,000 compounds, 1.2% hits; AID 743398; in the data active = activation above about 30%, passing the limit was not always enough; inconclusive = no clear call, values can overlap the other calls;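 note: 0% = neutral control wells and 100% = positive control wells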
SR-BI uptake up: activators of SR-BI mediated HDL lipid uptake; CHO ldlA[mSR-BI] cells, DiI-HDL uptake fluorescence, 3 h; 100 = double the neutral-control signal; activation, % at 12.5 µM; 320,000 compounds, 0.096% hits; AID 504775;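 active = mean replicate activation of at least 60% and every replicate at or above 60%; inconclusive = mean or all-replicate condition met, but not both; inactive = mean below 60% and not all replicates reaching 60%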;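 note: 0% = median plate neutral-control signal and 100% = twice that signal; values of inactives mirror those of a sister screen read the other way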
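Assay system: LDL receptor-deficient CHO ldlA cells overexpressing murine SR-BI / Medium: BSA-supplemented, HEPES-buffered Ham's F12, pH 7.4 / Probe or stimulus: DiI-labelled HDL at 10 µg/mL final / Timing: compound with DiI-HDL co-incubation, 3 h at 37 °C / Technique: bottom-read cell fluorescence after medium removal, ex 550/em 595 nm / Measure: HDL uptake via cellular fluorescence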
MITF TRPM1 HTS: MITF TRPM1 promoter activation in melanoma cells. AID 588334. SK-MEL-5 TRPM1-promoter luciferase, 24 h; % of positive control, neutral wells = 0. 300,000 compounds, 0.75% hits. activation, % at 12.5 µM;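 active = mean activation of at least 80% with every replicate also reaching 80%; inconclusive = mean reaches 80% but some replicate falls short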;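 note: 0% = neutral control wells and 100% = parthenolide positive control wells; values of inactives mirror those of a sister screen read the other way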
PvdQ acylase: P. aeruginosa PvdQ acylase inhibition; purified PvdQ acylase, fluorescence plate reader; inhibition, % at 10 µM; 340,000 compounds, 0.063% hits; AID 488965; in the data active = inhibition above about 30%, passing the limit was not always enough; inconclusive = no clear call, values can overlap the other calls;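 note: 0% = vehicle neutral wells and 100% = reference inhibitor wells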
cardiac RTF act: increases calcium sensitivity of human cardiac regulated thin filaments. AID 493008. 340,000 compounds, 0.24% hits. IANBD-labeled TnC RTF fluorescence at EC20 calcium; 0% EC20 calcium, 100% full calcium. activation, % at 7.2 µM;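 active = activation above the mean over all tested compounds plus 3 SD, cut at about 30% in these data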;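 note: rise in fluorescence read as greater calcium sensitivity of cardiac thin filaments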
SR-BI HDL uptake: mouse SR-BI HDL lipid transfer inhibition; 320,000 compounds, 0.96% hits; ldlA[mSR-BI] CHO cells, DiI-HDL uptake fluorescence, 3 h; Q61009; inhibition, % at 12.5 µM;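 active = mean replicate inhibition of at least 70% and a set share of replicates each scoring 70 or more; inconclusive = meets just one of the two criteria; inactive = fails both criteria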;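 note: 0% = median of neutral control wells and 100% = median of positive control wells; values of inactives mirror those of a sister screen read the other way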
CDK5 p35 inh: blocks human CDK5/p35 kinase activity; Recombinant CDK5/p35, ADP-Glo luminescence, 60 min; inhibition, % at 10 µM; 330,000 compounds, 0.01% hits;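 active = highest replicate inhibition of at least 50% and at least 75% of replicates reaching 50%; inconclusive = only one of the two criteria met; inactive = both criteria failed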;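 note: plate controls were DMSO neutral control for no effect and GW8510 at 10 µM for full effect; many of its hits are not listed in these tables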
Rtt109 HAT inh: C. albicans Rtt109 histone acetyltransferase inhibition. inhibition, % at 34.9 µM. purified Rtt109/Vps75, ThioGlo CoA-SH fluorescence, 4 h. Q5AAJ8. 330,000 compounds, 0.16% hits;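 active = inhibition of at least 50% in every replicate; inconclusive = best replicate reaches 50% inhibition but some replicates fall short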
Target sequence (Q5AAJ8 whole entry, looked up): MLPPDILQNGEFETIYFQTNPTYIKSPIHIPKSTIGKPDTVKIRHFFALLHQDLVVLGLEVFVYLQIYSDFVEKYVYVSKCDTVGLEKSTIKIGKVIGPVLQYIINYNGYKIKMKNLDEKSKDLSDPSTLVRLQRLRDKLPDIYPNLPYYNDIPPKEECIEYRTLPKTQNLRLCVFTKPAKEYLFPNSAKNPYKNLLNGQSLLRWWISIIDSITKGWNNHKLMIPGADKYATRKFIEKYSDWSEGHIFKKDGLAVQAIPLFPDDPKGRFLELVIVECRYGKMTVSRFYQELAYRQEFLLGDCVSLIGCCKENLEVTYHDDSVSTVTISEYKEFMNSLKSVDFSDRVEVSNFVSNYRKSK
* marks the source's active call; other numbers are inactive results; ? = inconclusive; · = no result given.

| mol | cardiac RTF act | SR-BI HDL uptake | SR-BI uptake up | CDK5 p35 inh | HTR5A ag ctr | dFosB act | Wnt bcat act | MITF TRPM1 HTS | PvdQ acylase | Rtt109 HAT inh |
| --- | --- | --- | --- | --- | --- | --- | --- | --- | --- | --- |
| COC(=O)c1c(-c2ccc(OC)cc2)sc2cc(OC)c(OC)cc12 | 9 | 55 | -55 | 1.0 | -4 | -2 | 2 | 13 | -18 | -1 |
| CS(=O)(=O)N1CCC(Oc2cccc(C(=O)NCCCC3CCCC3)c2)CC1 | 0 | 10 | -10 | 0.3 | -2 | -17 | · | -1 | 0 | -3 |
| CCOc1ccc(C(=O)/C=C/Nc2ccc(S(=O)(=O)N=C(N)N)cc2)cc1 | 2 | -12 | 12 | 1.0 | 3 | 34* | · | -5 | -18 | -9 |
| CCOc1ccc(C(=O)CCNC(Cc2cnc[nH]2)C(=O)O)cc1 (configuration not stated) | 3 | 3 | -3 | 3.0 | -3 | -9 | -1 | 13 | -9 | 2 |
| O=C(NN=C1CCCCCC1)C(=O)Nc1cccc(Br)c1 | 4 | -10 | 10 | 1.3 | -1 | -3 | · | 18 | -6 | -2 |
| COc1cc2nc(CN3CCC(Cc4ccccc4)CC3)[nH]c(=O)c2cc1OC | 2 | 0 | 0 | -1.1 | -1 | -5 | -1 | -9 | -3 | 0 |
| CC(C)(C)c1ccccc1NC(=O)CN1C(=O)NC2(CCCC2)C1=O | -6 | · | · | -0.1 | -2 | -11 | 10 | 1 | 0 | -1 |
| COC(=O)CSc1cnc2ccccc2n1 | 12 | -4 | 4 | 0.4 | 1 | -1 | · | -10 | -5 | -5 |
| Cc1cc(C)n2nc(SCN3C(=O)c4ccccc4C3=O)nc2n1 | 2 | -15 | 15 | -1.3 | 3 | -4 | -4 | 84* | -3 | -5 |
| Oc1ccccc1-c1nnc(-c2ccc(C(F)(F)F)cc2)o1 | 2 | -12 | 12 | 0.8 | 3 | 1 | 11 | 50 | 0 | 4 |
| CCCc1nc2ccccc2c(C(=O)OCC(=O)NC2CC2)c1CC | 2 | 40 | -40 | -0.8 | -2 | -14 | 1 | -10 | -14 | 0 |
| CCC(C)(C)NC(=O)CN(C(=O)CCC(=O)Nc1ccccn1)c1ccc(F)c(Cl)c1 | 4 | -27 | 27 | 1.4 | 7 | -10 | · | 11 | -12 | -1 |
| COc1cc(C2C3=C(CC(C)(C)CC3=O)N(C)C3=C2C(=O)CC(C)(C)C3)cc(Br)c1O | -5 | 23 | -23 | 1.2 | -2 | -14 | -1 | · | -6 | 2 |
| CC(=O)Nc1nnc(-c2c(-c3ccccc3Cl)noc2C)o1 | 0 | -8 | 8 | -2.6 | 3 | -2 | 26 | 4 | -7 | -29 |
| CC(CCc1ccccc1)NC(=O)c1cnc(Cl)c(Cl)c1 (configuration not stated) | 6 | -12 | 12 | 0.1 | -1 | -8 | 0 | 3 | 6 | 0 |
| CCN(CC)S(=O)(=O)c1ccc(S(=O)(=O)N(CC(=O)Nc2ccccc2)Cc2ccco2)cc1 | 1 | 54 | -54 | -0.4 | -4 | -9 | -3 | -10 | -2 | 0 |
| CC(C)NC(=O)COC(=O)c1ccc(Oc2ccccc2)cc1 | 0 | -15 | 15 | 0.3 | -2 | -4 | · | 5 | -4 | -3 |
| Cc1ccc(-c2c[n+](CC(=O)Nc3ccc(C)cc3C)c3n2CCC3)cc1 | 8 | -66 | ? | -0.4 | 6 | -4 | -3 | -11 | -12 | 3 |
| Cc1ccc(S(=O)(=O)NCCNC(C)c2ccc(Br)cc2)cc1 (configuration not stated) | 1 | -27 | 27 | -2.8 | 0 | -12 | -4 | · | -5 | 6 |
| C=CCn1c(-c2csc3c2CCC(C)C3)n[nH]c1=S (configuration not stated) | 2 | 7 | -7 | 4.0 | -1 | -4 | -1 | 4 | -12 | -1 |
| CC(C)c1nc(CNC(=O)c2ccc(OC3CCN(Cc4ccccn4)CC3)cc2)cs1 | 1 | 2 | -2 | -1.5 | 2 | -12 | 0 | -14 | -17 | 6 |
| Cc1cccc(C)c1OCC(=O)Nc1cccc(NC(=O)c2ccco2)c1 | 0 | 20 | -20 | 0.6 | -2 | -16 | · | -13 | -17 | 4 |
| CCOc1ccc(NC(=O)C/C(C)=N/NC(=O)COc2ccc(Br)cc2C)cc1 | -4 | 6 | -6 | -0.1 | 6 | -23 | -1 | -8 | -15 | -1 |
| O=C(CNC(=S)NC(=O)c1ccc(F)cc1)c1ccccc1 | -9 | -30 | 30 | 2.0 | 3 | -4 | -1 | 9 | 11 | 0 |
| CCOC(=O)c1cc(-c2ccc(OC)cc2)n(CCC(=O)NC2CCN(Cc3ccccc3)CC2)c1C | -7 | · | · | -2.4 | -4 | -6 | 4 | 20 | -6 | -2 |
| CCc1cc(=O)oc2cc(C)cc(OCC(=O)N3CCC[C@@H]3C(=O)O)c12 | 6 | -37 | 37 | 0.2 | 1 | -6 | -1 | -3 | -7 | -16 |
| COc1ccc(CC(=O)NCc2nnc(SCC(=O)c3ccc(OC)cc3)n2C)cc1 | -2 | 22 | -22 | -0.4 | -2 | -6 | -2 | -10 | -4 | 1 |
| O=[N+]([O-])c1ccc(CSc2nnc3ccccn23)cc1 | -4 | -8 | 8 | 0.0 | 8 | -7 | 0 | 1 | 0 | -4 |
| CC(C)Cn1c2c(c(O)c(C(=O)Nc3nccs3)c1=O)CCCC2 | 1 | -11 | 11 | -4.3 | 9 | -5 | · | 4 | -7 | -1 |
| Nc1nnnn1CC(=O)OCc1cccc(Br)c1 | 0 | -4 | 4 | -0.1 | -3 | 2 | · | 1 | 1 | 2 |

Gathered by group: those above containing a thiophene ring, fused or not.
| mol | cardiac RTF act | SR-BI HDL uptake | SR-BI uptake up | CDK5 p35 inh | HTR5A ag ctr | dFosB act | Wnt bcat act | MITF TRPM1 HTS | PvdQ acylase | Rtt109 HAT inh |
| --- | --- | --- | --- | --- | --- | --- | --- | --- | --- | --- |
| COC(=O)c1c(-c2ccc(OC)cc2)sc2cc(OC)c(OC)cc12 | 9 | 55 | -55 | 1.0 | -4 | -2 | 2 | 13 | -18 | -1 |
| C=CCn1c(-c2csc3c2CCC(C)C3)n[nH]c1=S (configuration not stated) | 2 | 7 | -7 | 4.0 | -1 | -4 | -1 | 4 | -12 | -1 |

Remaining list, next part
| mol | cardiac RTF act | SR-BI HDL uptake | SR-BI uptake up | CDK5 p35 inh | HTR5A ag ctr | dFosB act | Wnt bcat act | MITF TRPM1 HTS | PvdQ acylase | Rtt109 HAT inh |
| --- | --- | --- | --- | --- | --- | --- | --- | --- | --- | --- |
| CCOC(=O)/C=c1/s/c(=C/c2ccc3cc(OC)ccc3c2)c(=O)n1CC(=O)NCC1CCCO1 (configuration not stated) | 4 | 58 | -58 | 0.5 | 3 | -3 | -3 | -53 | -5 | -1 |
| O=C(COc1ccccc1)Nc1ccccc1C(=O)NCc1ccco1 | 0 | 20 | -20 | -2.6 | 5 | -5 | 1 | · | 4 | 0 |
| O=c1c2ccccc2cnn1-c1nc2ccccc2[nH]1 | -7 | -57 | 57 | 21 | 5 | -9 | -33 | -93 | 4 | -26 |
| Cc1cc(N2CCCCC2)n2ncc(-c3ccc(Cl)cc3)c2n1 | -1 | 53 | -53 | 1.4 | 9 | -7 | 16 | 52 | 8 | -11 |
| Cc1c(C(=O)N2CCN(c3ccc(F)cc3)CC2)sc2nc(-c3ccccc3)cn12 | -8 | -32 | 32 | -0.4 | -4 | 0 | 3 | · | -2 | -7 |
| Cc1nn(C)c(Oc2ccccc2)c1[N+](=O)[O-] | -2 | 22 | -22 | 0.4 | 1 | -5 | · | · | 5 | 2 |
| O=C(NCc1ccccc1)C1=C[C@H](C2CCCCC2)C[C@H](OCc2ccc(CO)cc2)O1 | -1 | 4 | -4 | 0.5 | 7 | -4 | -21 | -18 | -7 | 2 |
| CCC(=O)Nc1ccc(Cl)c(NC(=S)NC(=O)c2ccco2)c1 | 0 | 96* | -96 | 0.6 | -1 | -5 | ? | 11 | -8 | 5 |
| CCOc1ccc(C(=O)CC(NCc2cccs2)C(=O)O)cc1 (configuration not stated) | 4 | -5 | 5 | -2.6 | 0 | 0 | -1 | -10 | -3 | ? |
| CC(C)(CO)NC(=O)CC1C(=O)NCCN1CC(c1ccccc1)c1ccccc1 (configuration not stated) | 4 | 28 | -28 | 2.9 | 0 | -6 | -1 | 1 | -1 | -1 |
| NC(=O)C1=C[C@H](C2CCCCC2)C[C@H](OCc2ccc(CO)cc2)O1 | -1 | -10 | 10 | -0.5 | 2 | -6 | ? | 107* | -6 | -3 |
| Cc1ccccc1-c1nnc(SCC(=O)Nc2cccnc2Cl)o1 | -1 | -14 | 14 | 0.9 | -1 | -4 | 3 | 17 | -6 | -2 |
| CCOc1ccc(C(=S)N2CCOCC2)cc1OC | -1 | -18 | 18 | 0.4 | -1 | 1 | · | -5 | -18 | 11 |
| COc1ccc(NC(=O)c2cn(CCC#N)nc2-c2cccs2)cc1 | -3 | -14 | 14 | -2.9 | -5 | 4 | 3 | 8 | -28 | -1 |
| Cc1c(NC(=O)C(C)OC(=O)/C=C/c2ccc(OC(F)F)cc2)c(=O)n(-c2ccccc2)n1C (configuration not stated) | -2 | 9 | -9 | -1.0 | 0 | 2 | 0 | -8 | -3 | -2 |
| COc1ccc2cc(CN(CC3CCCO3)C(=O)Nc3ccccc3OC)c(=O)[nH]c2c1 (configuration not stated) | 2 | -12 | 12 | 2.0 | 3 | -2 | -1 | -28 | -12 | 2 |
| CCOC(=O)N1C(=O)NC(=O)C1c1ccc(Cl)cc1 (configuration not stated) | -5 | 1 | -1 | 0.5 | -1 | -3 | -3 | 1 | -1 | 0 |
| CCCN=C1NC(=O)C(CC(=O)NCCc2ccc(OC)c(OC)c2)S1 (configuration not stated) | 9 | 6 | -6 | -3.6 | 3 | 5 | -7 | 0 | -20 | 2 |
| CCc1nn(CC(=O)NCc2cccnc2)c(=O)c2cc3occc3n12 | -9 | -22 | 22 | 0.4 | -2 | -2 | -2 | -3 | 2 | 16 |
| COc1cccc(CN2CC(C(=O)N(C)Cc3[nH]c4ccccc4c3C)CCC2=O)c1 (configuration not stated) | -3 | -16 | 16 | 0.5 | 0 | -3 | -1 | -8 | -7 | 3 |
| CCOC(=O)C1CCN(C(=O)CN(c2ccc3c(c2)OCCO3)S(=O)(=O)c2ccccc2)CC1 | -1 | -8 | 8 | 0.9 | -4 | -14 | 0 | 2 | -6 | -2 |

Results in CDK5 p35 inh, SR-BI HDL uptake and MITF TRPM1 HTS, for some of the entries so far:
mol	CDK5 p35 inh	SR-BI HDL uptake	MITF TRPM1 HTS
O=c1c2ccccc2cnn1-c1nc2ccccc2[nH]1	21	-57	-93
Cc1c(C(=O)N2CCN(c3ccc(F)cc3)CC2)sc2nc(-c3ccccc3)cn12	-0.4	-32	·
